Bioassay records from PubChem.
MmCpn inh = M. maripaludis TRiC chaperonin inhibition; Potency, µM (top dose mostly 76.9 µM), without a hit: top-dose activity, negative = inhibition, actives largely listed as inhibitors; 0.031% of 330,000 active; purified Mm-Cpn ATPase, ADP Transcreener TR-FRET; also: potency is read from the fitted curve at half-maximal effect; % is scaled to controls: 0 for no effect and ±100 for the full control effect; nearly all actives have a fitted effect of over 80% in size
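ATPase turnover read by TR-FRET ADP competition (Eu cryptate antibody/ADP-d2, 665/590 nm): 10uM ATP final, 25nM Mm-CPN final, 30 min 37degC after 10-min compound preincubation, pH 7.4 Tris/KCl/MgCl2/DTT buffer.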
Akt phos inh = blocks phosphorylation of Akt; Neuro2A IGF-stimulated pAkt S473 HTRF, 20 min; active compounds read low; activity change, % for hits at 50 µM; 0.32% of 360,000 active; in the data active = activity change below about -80%; inconclusive = mostly about -51% to -80%; also: % is scaled to controls: 0 for no effect and ±100 for the full control effect
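Single-point screen (50 µM final compound) in Neuro2A cells stimulated 20 min with 6 nM IGF at 37 deg C. After lysis, Ser473-phosphorylated Akt read by HTRF (ex 330 nm, em 615/665 nm) as the 665/615 ratio.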
CCT chaperon mod = cytosolic chaperonin activity modulation. purified chaperonin ATPase assay, HTRF ADP detection, 30 min. activity change, % (test concentration not listed), hits read low. 0.3% of 360,000 active; in the data active = activity change below about -30%; also: % is scaled to controls: 0 for no effect and ±100 for the full control effect
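TRiC (40 or 20 nM final, by batch activity) in 30 mM Tris pH 7.4, 100 mM KCl, 5 mM MgCl2, 1 mM DTT was treated with compound at 76 uM single dose, then 10 uM ATP, 30 min at 37 °C. ADP was read by HTRF Transcreener.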
D3 ag = activates the human D3 dopamine receptor. 0.58% of 410,000 active. max activation, %. D3R DiscoveRx beta-arrestin cells, luminescence, 90 min. AID 652048; in the data active = max activation above about 30%; also: 0% is about no effect; mostly tested at two doses, the higher about 12 µM
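Agonist mode: compounds and dopamine controls were applied to plated cells for 90 min at 37 degrees C after an overnight attachment at 1500 cells/well. Luminescent read-out followed 30 - 60 minutes at room temperature with DiscoveRx detection reagent.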
PTHR1 agonist = activates the human parathyroid hormone receptor PTHR1; Q03431; HEK293 GP2 PTHR1 cells, GloSensor cAMP luminescence, 1 h; Potency, µM (titrated, usually from 115 µM), for the others: at the highest dose activation, most hits filed as activators; 0.075% of 410,000 active; also: potency is read from the fitted curve at half-maximal effect; nearly all actives have a fitted effect of over 55% in size; some results filed as inactive show a strong effect at the top dose; inactives centre near -15; many of its hits are not listed in these tables
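HEK-293-derived GP2 cells expressing PTHR1 and a GloSensor cAMP reporter, 3,000/well, plated overnight, given luciferin plus IBMX (each 0.5 mM as added) for 1 h at 37 °C, then compound for 1 h at 37 °C. Luminescence was read after 15 min at room temperature.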
EPAC2 antag = EPAC2 (human) antagonism; EPAC2 GEF exchange of Rap1B-BODIPY-GDP, fluorescence; AID 720708; Q8WZA2; Potency, µM (series often up to 114 µM), inactives show at the top dose activity, negative = inhibition, hits mostly inhibitors; 0.18% of 360,000 active; also: potency is read from the fitted curve at half-maximal effect; % is scaled to controls: 0 for no effect and ±100 for the full control effect; nearly all actives have a fitted effect of over 45% in size; many of its hits are not listed in these tables
Target sequence (Q8WZA2 whole entry, looked up): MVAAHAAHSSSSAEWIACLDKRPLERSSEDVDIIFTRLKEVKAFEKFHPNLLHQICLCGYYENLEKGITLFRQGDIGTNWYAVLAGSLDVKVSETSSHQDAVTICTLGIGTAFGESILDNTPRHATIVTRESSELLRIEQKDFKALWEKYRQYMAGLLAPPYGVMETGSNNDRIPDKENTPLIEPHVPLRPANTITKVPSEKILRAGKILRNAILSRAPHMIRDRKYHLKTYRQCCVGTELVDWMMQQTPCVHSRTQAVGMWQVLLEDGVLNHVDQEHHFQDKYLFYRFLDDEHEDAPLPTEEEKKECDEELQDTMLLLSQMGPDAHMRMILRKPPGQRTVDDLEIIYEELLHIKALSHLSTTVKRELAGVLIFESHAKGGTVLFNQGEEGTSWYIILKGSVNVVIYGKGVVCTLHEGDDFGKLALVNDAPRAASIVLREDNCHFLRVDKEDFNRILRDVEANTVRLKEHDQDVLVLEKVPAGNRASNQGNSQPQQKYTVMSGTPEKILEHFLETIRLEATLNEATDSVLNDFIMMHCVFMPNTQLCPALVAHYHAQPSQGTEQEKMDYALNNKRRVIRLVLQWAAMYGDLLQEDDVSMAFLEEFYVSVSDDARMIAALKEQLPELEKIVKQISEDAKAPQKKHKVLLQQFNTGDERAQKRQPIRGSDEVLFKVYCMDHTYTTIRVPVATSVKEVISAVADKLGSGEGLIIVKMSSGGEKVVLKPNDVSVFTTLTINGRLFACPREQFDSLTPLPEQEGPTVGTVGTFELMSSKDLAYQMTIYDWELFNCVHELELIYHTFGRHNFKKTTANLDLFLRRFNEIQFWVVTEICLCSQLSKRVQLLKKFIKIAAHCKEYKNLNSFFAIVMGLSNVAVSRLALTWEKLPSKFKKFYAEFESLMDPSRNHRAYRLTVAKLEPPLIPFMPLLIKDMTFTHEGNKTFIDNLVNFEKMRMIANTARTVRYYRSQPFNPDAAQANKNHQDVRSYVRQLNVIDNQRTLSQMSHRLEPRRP
DRD3 antagonist = D3 dopamine receptor (human) antagonism; P35462; D3R cells, DiscoveRx beta-arrestin luminescence, antagonist mode; active compounds read low; max response, negative = inhibition, %; 2.5% of 360,000 active; in the data active = max response below about -50%; inconclusive = no clear call, values can overlap the other calls; also: % is scaled to controls: 0 for no effect and ±100 for the full control effect; mostly tested at two doses, the higher about 12 µM
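Cells plated overnight at 1500 cells/well, then exposed to library compounds with dopamine controls for 90 minutes at 37 degrees C. DiscoveRx reagent added for 30–60 minutes at room temperature; luminescence read, quantitative HTS format.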
EPAC2 agonist = activates human EPAC2 exchange factor. Q8WZA2. Potency, µM (titrated, usually from 154 µM), inactives show top-dose activation, usual class: activators. EPAC2 activation, biochemical qHTS; response scale: 100% = 6.5 mM cAMP response. AID 720711. 0.079% of 360,000 active; also: potency is read from the fitted curve at half-maximal effect; nearly all actives have a fitted effect of over 50% in size
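qHTS, titration series. 100 nM EPAC2 / 250 nM Rap1B-BODIPY-GDP / 50 uM GDP; RT; ex 480/em 540 nm, 5-min reads to 30 min. Norm. to 6.5 mM cAMP = activation.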
* marks the source's active call; other numbers are inactive results; i = inactive; u = inconclusive; x = no result given; [ ] = another dose, or the depositor's remark. Unless noted, calls follow the shape of the dose curve; as a rule, active = well fitted curve in the direction sought with a large enough effect; inconclusive = small, poorly fitted or top-dose-only effect, or another doubt; inactive = no such curve, though single readings can be large; an effect the other way counts as inactive or inconclusive. An excerpt. The share of hits here may be higher or lower than overall.

SMILES | MmCpn inh | Akt phos inh | CCT chaperon mod | D3 ag | PTHR1 agonist | EPAC2 antag | DRD3 antagonist | EPAC2 agonist
CCOc1ccc(-c2c(C(=O)N/N=C/c3ccc(C)o3)nnn2-c2nonc2N)cc1 | -0.7% | i | -0.6 | 3.8 | -6.9% | 18.0% | -11.7 | 3.2%
Cc1ccc(Nc2nc(C(=O)N3CCC(C(=O)N4CCN(C)CC4)CC3)cs2)cc1 | -2.7% | i | -2.3 | 0.5 | 28.3%[57.5 µM] | -6.5% | 5.9 | -1.1%
O=C(O)C1CCCCN1S(=O)(=O)c1ccccc1 (stereo not drawn) | 1.7% | i | -2.0 | -1.2 | i | -0.3% | -5.8 | -3.3%
Cc1ccc(-n2nnnc2SCC(=O)c2ccc3c(c2)NC(=O)CO3)c(C)c1 | u | i | -4.0 | -3.2 | i | 2.5% | -17.2 | -4.0%
Cc1ccc(NC(=O)c2ccc(CNc3c(N4CCC(C)CC4)c(=O)c3=O)cc2)cc1 | 1.1% | i | 0.3 | -3.8 | i | 5.6% | 2.6 | -2.8%
COc1cccc(S(=O)(=O)Nc2ccc3sc(C)nc3c2)c1 | -0.3% | i | 1.1 | -7.3 | -11.1%[57.5 µM] | -12.1% | 1.8 | 8.2%
CCOC(=O)c1cc(C)nn1-c1nc(Cl)cc(OC)n1 | 1.6% | i | -3.4 | 0.9 | i | 6.7% | 20.0 | -3.8%
CCOCCCNC(=O)C(NC(=O)Cc1cccs1)c1ccc(OC)cc1 (stereo not drawn) | 2.6% | i | 1.9 | 0.1 | i | 7.3% | 7.2 | -1.6%
COc1ccc(OC)c(C(=O)c2coc3ccc(O)c(CN4CCOCC4)c23)c1 | 0.6% | i | -3.4 | -9.2 | i | 0.4% | -8.8 | 4.4%
Cc1cc(C)nc(SCC(=O)c2ccc(F)c(C)c2)n1 | 0.4% | i | 0.2 | 5.4 | -12.8% | u | 10.7 | 4.1%
Cc1c2c(cc3c1[nH]c1ccccc13)C=NCC2 | x | i | -2.2 | 2.4 | -3.5% | 8.7% | -2.2 | 8.3%
CCCCN(C)CCCNC(=O)c1cn(CC)c2ccc(S(=O)(=O)N3CCOCC3)cc2c1=O | -28.5% | i | -2.1 | -2.3 | -14.2% | -2.3% | -12.9 | 6.6%

Entries listed so far that contain a carbonyl joined to an NH by a bond outside any ring (4):
SMILES | MmCpn inh | Akt phos inh | CCT chaperon mod | D3 ag | PTHR1 agonist | EPAC2 antag | DRD3 antagonist | EPAC2 agonist
CCOc1ccc(-c2c(C(=O)N/N=C/c3ccc(C)o3)nnn2-c2nonc2N)cc1 | -0.7% | i | -0.6 | 3.8 | -6.9% | 18.0% | -11.7 | 3.2%
Cc1ccc(NC(=O)c2ccc(CNc3c(N4CCC(C)CC4)c(=O)c3=O)cc2)cc1 | 1.1% | i | 0.3 | -3.8 | i | 5.6% | 2.6 | -2.8%
CCOCCCNC(=O)C(NC(=O)Cc1cccs1)c1ccc(OC)cc1 (stereo not drawn) | 2.6% | i | 1.9 | 0.1 | i | 7.3% | 7.2 | -1.6%
CCCCN(C)CCCNC(=O)c1cn(CC)c2ccc(S(=O)(=O)N3CCOCC3)cc2c1=O | -28.5% | i | -2.1 | -2.3 | -14.2% | -2.3% | -12.9 | 6.6%

Next structures:
SMILES | MmCpn inh | Akt phos inh | CCT chaperon mod | D3 ag | PTHR1 agonist | EPAC2 antag | DRD3 antagonist | EPAC2 agonist
CCOC(=O)NC(=O)/C(C#N)=N\Nc1cccc(Cl)c1 | 0.3% | i | -3.5 | 4.3 | -33.7%[inhibitor] | 0.7% | -8.3 | 0.9%
CC1CCC(NC(=O)CN(C)CC(=O)Nc2ccc(F)cc2)CC1 (stereo not drawn) | -0.4% | i | -0.4 | -10.2 | i | 12.2% | 19.1 | -10.3%
COc1ccc(CCNC(=O)c2cc(-c3ccccc3)on2)cc1OC | 0.1% | x | 1.6 | 10.3 | -2.4%[57.5 µM] | -0.2% | 4.8 | 0.0%
Clc1ccc(Nc2ncnc3c2nnn3Cc2ccccc2)cc1 | -2.3% | i | 1.0 | 14.5 | i | 2.3% | 7.1 | 7.2%
CS(=O)(=O)c1ccc2nc(NC(=O)Oc3ccccc3)sc2c1 | -0.5% | i | 1.1 | 1.6 | -56.0%[inhibitor] | 0.1% | 5.0 | -1.9%
Fc1ccc(Cl)cc1/C=N/n1cnnc1SCc1ccccc1 | 0.8% | i | -3.2 | -6.7 | -2.2%[57.5 µM] | -7.8% | 45.8 | 6.5%
O=C1COc2ccc(C(=O)COC(=O)c3ccc([N+](=O)[O-])cc3Cl)cc2N1 | -8.2% | i | -2.0 | -25.3 | -92.2%[inhibitor] | 6.1% | -24.4 | 6.2%
Cc1onc(-c2ccccc2)c1C(=O)N/N=C/c1ccccc1OC(C)C | -0.4% | i | -2.2 | 1.9 | -20.4% | -4.9% | 13.2 | -0.1%
CC(C)Cc1ccc(C(C)C(=N)N)cc1 (stereo not drawn) | 0.8% | i | -0.6 | 2.6 | i | 26.0% | 0.0 | 6.8%
COc1cc2cc(C(=O)N(C)C3CCS(=O)(=O)C3)[nH]c2cc1OC (stereo not drawn) | -3.1% | i | 1.3 | -6.4 | -15.1% | -1.9% | 4.8 | 3.0%
COCCn1c(SCc2ccccc2F)nc2ccccc2c1=O | -1.4% | i | -3.0 | 6.2 | -10.5% | u | 10.0 | 5.7%
CN(CC(O)COc1c(F)cc(Br)cc1F)C1CCCCC1 (stereo not drawn) | 0.0% | i | -0.6 | -10.4 | -1.2% | 0.3% | -23.1 | -2.9%
Cc1nc2cc(-c3ccc(Br)cc3)[nH]n2c(=O)c1Cl | 1.1% | i | -3.5 | -3.4 | -19.4% | 3.6% | 1.6 | 0.3%
COC(=O)c1ccc(CN2C(=O)NC3(CCC(C)CC3)C2=O)o1 (stereo not drawn) | 1.9% | i | -0.9 | -2.8 | i | -6.6% | -64.6* | 0.7%
COc1ccc(/C=N/NC(=O)CCCOc2ccc(Cl)cc2Cl)cc1[N+](=O)[O-] | -2.9% | i | -1.1 | 1.4 | -5.6% | 1.3% | 15.5 | 0.0%
CCCNc1ccc(S(=O)(=O)N(C(C)C)C(C)C)cn1 | 2.0% | i | 1.3 | -11.3 | 13.7% | 12.0% | -74.9* | 3.3%
COc1ccc(OC)c(S(=O)(=O)N2CCC(C(=O)NCc3ccccc3OC)CC2)c1 | 1.7% | i | -3.6 | 1.1 | i | -0.5% | 0.0 | 0.3%
CCOC(=O)c1cnc(-c2cccc(OC)c2)[nH]c1=O | -1.1% | i | -2.2 | -2.6 | i | -2.4% | -18.6 | 10.2%
COc1ccc([N+](=O)[O-])c(OC)c1C(=O)Nc1ccc(F)cc1F | -1.0% | i | 0.3 | 0.0 | -72.4% | 2.5% | -25.7 | 4.6%
COC(=O)c1ccc(C(=O)OC)c(NC(=O)C2CC(=O)N(C3CCCC3)C2)c1 (stereo not drawn) | x | i | -1.1 | -6.6 | -14.6% | 0.6% | 0.9 | 5.1%
Cc1nc2cc(NC(=O)N3CCCC3)ccc2n1C | 0.4% | i | 1.5 | -12.7 | i | 6.2% | 1.2 | 6.7%
CCC(=O)N1N=C(c2cccc(NS(C)(=O)=O)c2)CC1c1cccs1 (stereo not drawn) | 0.4% | i | 0.1 | -5.0 | -9.2% | -0.9% | 1.0 | 1.9%
COc1ccc(/C(C)=N/Nc2nc(C)cc(-c3ccccc3)n2)cc1 | x | i | 0.8 | 48.2* | -25.7% | -0.2% | 9.3 | 5.4%
CN1CCN(S(=O)(=O)c2ccccc2)C(c2ccccc2)C1 (stereo not drawn) | 1.1% | i | -0.3 | -3.2 | -0.4% | 5.8% | -2.8 | 7.0%
COc1ccc(Cl)cc1NC(=O)CN(C)C(=O)CCSc1ccc(C)cc1 | -1.4% | i | 2.4 | -4.9 | -48.8%[inhibitor] | -14.6% | -6.1 | 10.4%
CCC(c1nc2ccccc2[nH]1)N(CCCn1ccnc1)C(=O)c1ccc(C(F)(F)F)cc1 (stereo not drawn) | x | i | -0.4 | 2.5 | -15.9% | -9.0% | 12.2 | 1.2%
CN(Cc1ccc(Cl)cc1Cl)C(=O)C1CC(=O)N(Cc2ccco2)C1 (stereo not drawn) | x | i | -2.5 | 1.1 | i | -4.6% | 8.1 | 10.3%
NCCNc1ccc(C(=O)N2c3ccccc3Sc3ccccc32)cc1[N+](=O)[O-] | 0.5% | i | -3.3 | -8.4 | -12.4% | -3.6% | u | 20.8%
CN1N=C(C(C)(C)C)CC1=O | -4.1% | i | -0.1 | -16.1 | i | 3.9% | u | -3.2%
COc1cc(S(=O)(=O)Nc2ccc(C)cc2)ccc1N=Cc1c(C)[nH]n(-c2ccccc2)c1=O | -1.6% | i | 1.0 | -4.5 | -6.0% | -5.5% | -5.6 | 10.1%
N#Cc1c(-c2ccccc2)cc(-c2ccccc2)nc1SCCC(=O)O | -2.3% | i | 5.4 | 2.5 | -28.6% | -0.6% | -23.4 | -4.3%
O=C(Cc1cccs1)Nc1ccc2c(c1)C(=O)OC2 | -0.2% | i | -4.2 | -9.6 | i | -5.9% | -14.3 | -5.1%
CCn1cc(/C=N\NC(=O)c2cc(-c3ccccc3OC)nc3ccccc23)c(C)n1 | -0.4% | i | -1.9 | 2.8 | -9.5% | 0.1% | 35.4 | 6.9%
CC1(C)CC(=O)C(C=Nc2ccccc2Sc2ccccc2)=C(O)C1 | -0.1% | i | -4.5 | -18.4 | 0.0%[57.5 µM] | -22.7% | -53.8* | 7.9%
COCCNC(=O)C1Nc2ccc(C(F)(F)F)cc2C2C=CCC12 (stereo not drawn) | x | i | -3.0 | -14.8 | 6.4% | 15.3% | 0.2 | -1.5%
O=CNc1cc(-c2cccc(F)c2)cn2c(-c3ccc(F)cc3)cnc12 | x | i | 0.1 | -7.8 | -17.9% | -3.9% | 0.0 | 14.1%
CC(NC(=O)c1ccco1)C(=O)N1CCN(c2cccc(C(F)(F)F)c2)CC1 (stereo not drawn) | 0.0% | i | 0.8 | -3.9 | -15.9% | -3.6% | -4.6 | 1.0%

Fetched one by one from the entries so far:
SMILES | MmCpn inh | Akt phos inh | CCT chaperon mod | D3 ag | PTHR1 agonist | EPAC2 antag | DRD3 antagonist | EPAC2 agonist
NCCNc1ccc(C(=O)N2c3ccccc3Sc3ccccc32)cc1[N+](=O)[O-] | 0.5% | i | -3.3 | -8.4 | -12.4% | -3.6% | u | 20.8%
CCn1cc(/C=N\NC(=O)c2cc(-c3ccccc3OC)nc3ccccc23)c(C)n1 | -0.4% | i | -1.9 | 2.8 | -9.5% | 0.1% | 35.4 | 6.9%
